High-throughput results from PubChem BioAssay.
yeast mec2-1: NCI yeast anticancer drug screen, S. cerevisiae mec2-1 strain; actives 9% (n = 79,000); AID 157; growth inhibition, % at 50 µM;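 also: 0% = growth of vehicle-only cultures of the same strain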
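Test agents were screened against the mec2-1 yeast strain, with defined DNA repair or cell cycle alteration. Growth was scored as inhibition against vehicle-only controls.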
cln2 rad14: NCI yeast anticancer drug screen, S. cerevisiae cln2 rad14 strain. actives 8.3% (n = 78,000). AID 165. % growth inhibition at 50 µM;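 also: 0% = growth of vehicle-only cultures of the same strain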
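Test compounds were added to cln2 rad14 yeast cultures; inhibition of growth was then determined by comparison with vehicle treatment.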
mlh1 rad18: NCI yeast anticancer drug screen, S. cerevisiae mlh1 rad18 strain | growth inhibition, % at 50 µM | actives 11% (n = 79,000) | AID 175;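 also: 0% = growth of vehicle-only cultures of the same strain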
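Genetically defined yeast (DNA repair-deficient) exposed to compounds; growth inhibition determined relative to vehicle.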
yeast bub3: NCI yeast anticancer drug screen, S. cerevisiae bub3 mutant strain; growth inhibition, % at 50 µM; actives 9.9% (n = 78,000); AID 167;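 also: 0% = growth of vehicle-only cultures of the same strain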
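Inhibition values come from growth of compound-treated mutant yeast normalised to vehicle-treated controls.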
rad50: NCI yeast anticancer drug screen, S. cerevisiae rad50 strain; % growth inhibition at 50 µM; actives 10% (n = 79,000);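 also: 0% = growth of vehicle-only cultures of the same strain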
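Compounds were tested on a yeast strain with an engineered DNA damage repair alteration; the reported value is growth inhibition normalised to vehicle treatment.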
sgs1 mgt1: NCI yeast anticancer drug screen, S. cerevisiae sgs1 mgt1 strain; % growth inhibition at 50 µM; AID 161; actives 10% (n = 78,000);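 also: 0% = growth of vehicle-only cultures of the same strain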
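Growth of a repair-deficient yeast mutant was monitored after compound treatment and expressed as inhibition relative to vehicle-treated cultures.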
Numbers without * were called inactive. Rule as the data show it: active = growth inhibition above about 70%; inactive = the rest.

SMILES	yeast mec2-1	cln2 rad14	mlh1 rad18	yeast bub3	rad50	sgs1 mgt1
CC12CCC(/C(=C/N3CCCCC3)C1=O)C2(C)C (stereo not given)	10	-18	5	22	13	2
CCC1CC(C)=CCN1S(=O)(=O)c1ccc(C)cc1 (stereo not given)	-2	19	2	12	-13	4
CCOP(=Nc1ccccc1)(OCC)OCC	6	-5	9	2	4	-4
Cn1ccnc1Sc1c([N+](=O)[O-])ncn1C	6	29	10	33	3	3
COC(=O)CCc1c[nH]c2ccc(N)cc12	-31	18	-14	-14	-13	-15
CC1=CC(=O)[C@@H](O)[C@]2(C)[C@H]3[C@@]4(O)OC[C@]35[C@H]([C@@H](C)[C@H]4O)[C@@H](OC(=O)C(C)(C)CO)C(=O)O[C@@H]5C[C@@H]12	91*	90*	-7	92*	91*	88*
CC(=O)ONc1nc(C)c(CCC2OCCO2)c(SC(=N)N)n1	27	15	38	-2	29	30
Brc1ccc(C=C2c3ccccc3-c3ccccc32)cc1	-8	7	2	8	-11	-16
CCOC(=O)c1ccc2c(c1)OCO2	-13	-25	-7	-9	-8	-7
CC1Nc2nc(N)[nH]c(=O)c2NC1C (stereo not given)	-32	9	-2	4	5	12
Cn1ccnc1CCc1ccc(Cl)c(Cl)c1	-2	-3	-30	-32	-27	-38
CC(C)CCCC(C)[C@H]1CCC2[C@@H]3CCC4Cc5nc6c(nc5C[C@]4(C)C3CC[C@@]21C)CC1CC[C@@H]2C(C[C@@H](O)[C@@]3(C)C2C[C@@H]2OC4(CCC(C)CO4)C(C)[C@@H]23)[C@@]1(C)C6 (stereo not given in full)	2	-15	-9	-11	-20	-22
CCN1N=Nc2ccccc2NC1=O	10	4	-25	-13	18	8
CC(=O)Nc1ccc(-c2cc(C(=O)O)c3cc4ccccc4cc3n2)cc1	-7	4	12	-36	-5	-7
CC(=O)NN(C)C(C)=O	27	12	10	16	6	-4
CC(=O)OC1SC(C)(C)n2c1nc1ccccc1c2=O (stereo not given)	24	69	72*	19	44	41
C/C=C/OC1C(C2COC(C)(C)O2)OC2OC(C)(C)OC21 (stereo not given)	-46	0	-15	10	-49	-11
COc1c2c(cc3ccc(=O)oc13)C(Cl)C(Cl)O2 (stereo not given)	85*	19	98*	91*	78*	93*
CCC(/C=C/C(C)C1CCC2C3=CCC4CC(OC(C)=O)CCC4(C)C3CCC21C)C(C)C (stereo not given)	4	-1	26	3	28	26
O=C(O)CCN1CCCSC1=S	10	4	-10	3	7	-4

Exported with each value named: four of the compounds above.
CCOP(=Nc1ccccc1)(OCC)OCC
  yeast mec2-1: 6 | cln2 rad14: -5 | mlh1 rad18: 9 | yeast bub3: 2 | rad50: 4 | sgs1 mgt1: -4
COC(=O)CCc1c[nH]c2ccc(N)cc12
  yeast mec2-1: -31 | cln2 rad14: 18 | mlh1 rad18: -14 | yeast bub3: -14 | rad50: -13 | sgs1 mgt1: -15
CC12CCC(/C(=C/N3CCCCC3)C1=O)C2(C)C (stereo not given)
  yeast mec2-1: 10 | cln2 rad14: -18 | mlh1 rad18: 5 | yeast bub3: 22 | rad50: 13 | sgs1 mgt1: 2
C/C=C/OC1C(C2COC(C)(C)O2)OC2OC(C)(C)OC21 (stereo not given)
  yeast mec2-1: -46 | cln2 rad14: 0 | mlh1 rad18: -15 | yeast bub3: 10 | rad50: -49 | sgs1 mgt1: -11

Next structures
SMILES	yeast mec2-1	cln2 rad14	mlh1 rad18	yeast bub3	rad50	sgs1 mgt1
CCCCCCC(=O)/C=C/c1ccc(Cl)cc1	-22	-6	-16	16	12	-3
CC(=O)Nc1cc([N+](=O)[O-])c2[nH]c(=O)c3ccccc3c2c1	-7	-9	0	-3	-8	-12
Fc1ccc2c(c1)SC1Oc3ccccc3-c3c1c-2nn3-c1ccccc1 (stereo not given)	-7	9	-3	-11	-5	-17
CCCC1(CCC)NC(=O)N(CC(N)=O)C1=O	0	-21	16	-9	7	-10
CCCC(=O)N(C)c1ccccc1	-11	-29	-8	6	8	-2
CCOC(=O)Cn1c(=O)[nH]c(=O)c2[nH]cnc21	-5	9	24	13	10	-1
CCN(CC)C(=O)COC(=O)c1cccc2[nH]ccc12	6	-4	-11	7	-5	9
C1CSCCSCCSCCSCCS1	14	1	25	-5	4	16
O=C(/C=C/c1ccccc1[N+](=O)[O-])c1ccccc1	-4	8	25	38	6	17
[O-][N+]1=C(c2ccccc2)C(c2ccccc2)C(c2ccccc2)O1 (stereo not given)	1	-6	11	-19	-13	-2
c1ccc(-c2ccccc2-c2ccccc2-c2ccccc2)cc1	-6	-39	-12	22	-59	-6
Nc1c(Cl)ncnc1NCCN1CCOCC1	2	-22	-18	-18	-4	2
COC(=O)/C=C/C=C/c1ccc(Br)cc1	0	20	-2	22	0	-4
O=C(O)C#Cc1ccccc1[N+](=O)[O-]	25	-15	9	15	21	11
Cc1ccc(C)c(NC(=O)OC/C=C/c2ccccc2)c1	29	-11	41	27	-1	20
Cc1ccc2cccc(OCC(=O)O)c2n1	13	3	13	-8	6	6
N#Cc1ccccc1NC(=O)c1ccccc1	-17	-1	22	-17	-3	-2
NNC(=O)CSCC(=O)NN	-2	-10	-5	1	-2	-3
CNc1nc(C(F)(F)F)nc2[nH]ncc12	18	-17	-21	-21	5	-8
CN(C)CCCC(C#N)(CCCN(C)C)c1ccccc1	-2	-52	31	-18	15	11
CCO/C(O)=c1/s/c(=C2/SC(=S)N(c3ccc(C)cc3)C2=O)n(-c2ccccc2)c1=N	-17	-56	-28	-21	-4	-16
CN(C(=O)c1ccncc1)c1ccccc1	-33	4	8	-31	-11	-14
O=[N+]([O-])c1ccc2[nH]c(=S)n(/C=C(/c3ccccc3)S(=O)Cc3ccccc3)c2c1 (stereo not given)	-23	-3	-5	-12	-2	-19
Clc1ccc(CCn2cncn2)c(Cl)c1	-27	2	-15	-18	-2	-22
OC1CCCCC12CC2 (stereo not given)	2	-4	-3	-15	4	5
O=C1C/C(=C\c2cccc([N+](=O)[O-])c2)C(=O)N1	11	-11	-3	-3	10	-5
COc1ccc(OCC(=O)O)cc1	-16	1	-3	6	6	-3
CCCCCCCOc1ccc(C=O)cc1OC	44	37	34	50	7	39
CCOC(=O)CC(O)CC(=O)OCC	-7	18	4	-7	11	-1
C(=C/c1ccccc1)/C=N/Nc1ccccc1	10	-9	2	36	-16	-24
Oc1c(Cl)cc(N=Cc2ccc(N(CCCCl)CCCCl)cc2Cl)cc1Cl	41	75*	84*	55	85*	94*
COC(=O)C(=O)C1CCCc2cc(OC)c(OC)cc2C1=O (stereo not given)	0	7	5	10	-5	4
N#C/C(=C\c1cc(Cl)cc(Cl)c1O)c1nc2ccccc2[nH]1	14	12	6	27	43	38
S=C(N/N=C(/c1ccccc1)c1ccccn1)Nc1ccccc1	74*	60	90*	76*	84*	85*
CCC(=O)c1ccc(O)cc1	-13	-36	1	-4	7	28
O=[N+]([O-])c1ccc(/C(CBr)=N/N2CCCCCC2)cc1	-17	8	-5	-16	-1	-20
CC(=O)OC(C(N)=O)c1ccccc1 (stereo not given)	-1	-10	-3	3	-1	-3
Cn1c(=O)c2c(ncn2Cc2ccc(O)c([N+](=O)[O-])c2)n(C)c1=O	-5	-20	15	5	1	0
O=C(c1ccccc1)c1ccc2c(c1Cl)C(=O)c1ccccc1C2=O	44	4	65	80*	43	64
C/C(=N\NC1=NCCN1)c1cn(C2=NCCN2)nc1C	31	-7	16	-3	4	8
CC(=O)c1ccc(NN=NCCF)cc1	21	-3	-51	-6	-13	7
C#CC1(NC(=O)NC(C)(C)C)CCCCC1	6	24	6	7	-30	-6
CCOC(=O)C(CC)(CCc1ccccc1[N+](=O)[O-])C(=O)OCC	-7	-18	61	76*	61	39
O=C1CCC(=S)N1c1ccccc1	38	27	40	45	30	41
N#CC1CNC(=S)N=C1c1ccccc1 (stereo not given)	18	-75	12	1	12	18
Cc1cc(OCC(=O)O)c(C)cc1Cl	-17	0	-14	-8	-22	-12
CN(C)N=Nc1cccc(NC(N)=O)c1	-15	4	-21	-16	-11	-5
Cn1c(N(CCO)CCO)cnc1[N+](=O)[O-]	9	-16	-5	-18	12	-22
CN(C)[C@@H]1C(=O)C(C(=O)NCNC2(C(=O)O)CCCC2)=C(O)[C@@]2(O)C(=O)C3=C(O)c4c(O)cccc4[C@@](C)(O)[C@H]3C[C@@H]12	3	34	29	2	26	36
CC(=O)CC(=O)NCc1cccc(C)n1	25	-8	24	21	38	29
Cc1cc(O)c(C(=O)/C=C/c2ccnc3ccccc23)c(=O)o1	-7	-13	-23	-5	-10	-2
CC(=S)SCC(C)C	8	1	13	33	16	23
COc1cc(C)cccc1=O	-20	-21	14	-3	-13	-4
COc1ccc(N=Cc2ccc(OC(=O)c3ccccc3)c(OC)c2)cc1	0	-1	-24	13	2	1
CCC(=O)/C(=C\c1ccccc1)C(=O)C(C)CN(C)C (stereo not given)	18	26	52	34	7	27
COc1ccc2nc(CCc3ccccc3)ccc2c1	85*	-8	31	88*	69	84*
O=S(=O)(O)C(O)C(F)(F)C(F)(F)C(F)(F)C(F)(F)C(O)S(=O)(=O)O (stereo not given)	11	-1	6	0	4	-11
CN1N=C(N)c2cn(C3OC(COP(=O)(O)O)C(O)C3O)c3ncnc1c23 (stereo not given)	1	-23	-9	11	-16	5
S=c1c(-c2ccccc2)cnc2sccn12	30	-23	18	20	41	8
COc1cccc2c1C(=O)c1c(O)c3c(c(O)c1C2=O)[C@@H](OC)[C@@](O)(C(=O)CO)C[C@@H]3OC1CC(N)C(O)C(C)O1 (stereo not given in full)	-21	23	35	26	48	31

Next section; it opens with the six that closed the last part.
SMILES	yeast mec2-1	cln2 rad14	mlh1 rad18	yeast bub3	rad50	sgs1 mgt1
CCC(=O)/C(=C\c1ccccc1)C(=O)C(C)CN(C)C (stereo not given)	18	26	52	34	7	27
COc1ccc2nc(CCc3ccccc3)ccc2c1	85*	-8	31	88*	69	84*
O=S(=O)(O)C(O)C(F)(F)C(F)(F)C(F)(F)C(F)(F)C(O)S(=O)(=O)O (stereo not given)	11	-1	6	0	4	-11
CN1N=C(N)c2cn(C3OC(COP(=O)(O)O)C(O)C3O)c3ncnc1c23 (stereo not given)	1	-23	-9	11	-16	5
S=c1c(-c2ccccc2)cnc2sccn12	30	-23	18	20	41	8
COc1cccc2c1C(=O)c1c(O)c3c(c(O)c1C2=O)[C@@H](OC)[C@@](O)(C(=O)CO)C[C@@H]3OC1CC(N)C(O)C(C)O1 (stereo not given in full)	-21	23	35	26	48	31
Cc1ccc(-n2cnc3sc4c(c3c2=O)CCCC4)cc1	-11	-10	-16	-8	-12	1
O=C1c2ccccc2C(Cc2ccccc2)(Cc2ccccc2)c2ccccc21	-24	-42	-12	-14	0	-4
c1ccc2c(c1)CCN2CCc1c[nH]c2ccccc12	92*	90*	88*	89*	90*	90*
O=C(O)c1c2c(cc3c1CC1(Cc4cc5c(cc4C1=O)CCC5)C3)CCC2 (stereo not given)	87*	89*	86*	87*	89*	87*
CC(C)(CCl)NC(=O)c1cccc(C(=O)NC(C)(C)CCl)n1	15	12	-1	-15	8	-3
O=C(O)C(=Nc1ccccc1C(=O)O)c1ccccc1	31	-13	3	-6	-2	-3
O=C1CCCCC/C1=C\O	-12	-12	5	-24	3	-11
O=P(OCCCl)(OCCCl)C(Nc1cccc2ccccc12)c1ccccc1 (stereo not given)	91*	87*	90*	87*	91*	88*
O=C1OC(=O)C2C1C1CCC2C1(c1ccccc1)c1ccccc1 (stereo not given)	-1	-5	-3	0	22	31
CCc1ccc(OCC2CCCO2)cc1 (stereo not given)	-1	-4	-4	-3	4	3
CCOC(=O)[C@H]1Nc2c(cccc2[N+](=O)[O-])C2c3ccccc3CC21 (stereo not given in full)	2	25	14	10	48	9
c1ccc2nc3c(cc2c1)c1c(c2ccccc23)CCCC1	-10	-25	23	-15	11	20
CCCCCCCNC1CCCc2cc(OC)ccc21 (stereo not given)	71*	72*	71*	70	86*	84*
COC(=O)CNc1ccc(O)cc1	2	-13	5	-5	-2	3
Cc1cc(-c2ccc(N=Nc3cc(S(=O)(=O)O)c4ccccc4c3N)c(C)c2)ccc1N=Nc1cc(S(=O)(=O)O)c2ccccc2c1N	52	31	71*	74*	65	67
CN(C)/N=C\C1CC=CCC1 (stereo not given)	5	83*	38	22	25	31
CSc1n[nH]c(-c2cccs2)n1	-16	-8	-1	-6	-7	20
CCN(CC)CC(O)c1cc(-c2ccc(Cl)cc2)nc2cc(Cl)ccc12 (stereo not given)	94*	48	98*	79*	98*	100*
NC(C(=O)O)/C1=C/CCCCCC1 (stereo not given)	16	28	12	-8	15	3
NC(N)=NCc1cccc2ccccc12	0	11	-2	1	4	1
COc1nc(N)c(N=O)c(OCc2ccccc2)n1	93*	90*	89*	92*	89*	91*
CCOC(=O)C(O)c1ccccc1 (stereo not given)	-10	60	-3	-9	15	-10
Nc1ccc2ccccc2c1N=Cc1ccccc1[N+](=O)[O-]	30	-40	84*	30	86*	97*
